Abeta rescue: restores growth of yeast expressing A-beta42 peptide. yeast expressing A-beta42, growth rescue, OD600, 48 h; response scale: 0% DMSO, 100% iron-clioquinol control. Potency, µM (series often up to 46.1 µM), inactives show top-dose growth rescue, usual class: activators. 0.063% of 410,000 active; note: potency is the fitted concentration of half-maximal effect; nearly all actives have a fitted effect of over 55% in size
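Growth rescue measured by 600 nm absorbance after 48 h yeast culture at 30 C with compound. Values normalized between DMSO and an equimolar ferric chloride plus clioquinol control.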
FUS suppressor: rescues growth of FUS-expressing yeast | S. cerevisiae FUS-expressing, growth rescue, OD600, 24 h | Potency, µM (series often up to 76.6 µM), for the others: at the highest dose growth rescue (activation), usual class: activators | 0.24% of 390,000 active;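 note: potency is the fitted concentration of half-maximal effect; plate controls were DMSO vehicle for no effect and reference control for full effect; nearly all actives have a fitted effect of over 55% in size; some results filed as inactive show a strong effect at the top dose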
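Toxicity suppression screen in FUS-yeast. Cells induced with 2% galactose, starting OD 0.005, treated 24hr at 30C with compounds at multiple final concentrations; growth by OD600.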
pAkt inh: inhibitors of Akt phosphorylation. Neuro2A IGF-stimulated pAkt S473 HTRF, 20 min; active compounds read low. activity change, % for hits at 50 µM. 0.32% of 360,000 active. AID 651550; in the data active = activity change below about -80%; inconclusive = mostly about -51% to -80%; note: % is set by controls: 0 for no effect and ±100 for the full control effect
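Neuro2A cells in DMEM with 0.5% FBS, overnight at 37 deg C, given compound at single 50 µM final, then IGF (6 nM final) for 20 min at 37 deg C. Lysed; phospho-Akt Ser473 by HTRF after 24 h, 665/615 ratio.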
GLP1R inv ag: acts as inverse agonist at human GLP-1 receptor; P43220; HEK293 GLP-1R CRE-luciferase, luminescence, 24 h; GLP-1R form is constitutively active; Potency, µM (titrated, usually from 38.3 µM), for the others: at the highest dose activity change, negative = inhibition, actives largely listed as inhibitors; 1.6% of 410,000 active; AID 624417; note: potency is the fitted concentration of half-maximal effect; % is set by controls: 0 for no effect and ±100 for the full control effect; nearly all actives have a fitted effect of over 55% in size
Target sequence (P43220 whole entry, looked up): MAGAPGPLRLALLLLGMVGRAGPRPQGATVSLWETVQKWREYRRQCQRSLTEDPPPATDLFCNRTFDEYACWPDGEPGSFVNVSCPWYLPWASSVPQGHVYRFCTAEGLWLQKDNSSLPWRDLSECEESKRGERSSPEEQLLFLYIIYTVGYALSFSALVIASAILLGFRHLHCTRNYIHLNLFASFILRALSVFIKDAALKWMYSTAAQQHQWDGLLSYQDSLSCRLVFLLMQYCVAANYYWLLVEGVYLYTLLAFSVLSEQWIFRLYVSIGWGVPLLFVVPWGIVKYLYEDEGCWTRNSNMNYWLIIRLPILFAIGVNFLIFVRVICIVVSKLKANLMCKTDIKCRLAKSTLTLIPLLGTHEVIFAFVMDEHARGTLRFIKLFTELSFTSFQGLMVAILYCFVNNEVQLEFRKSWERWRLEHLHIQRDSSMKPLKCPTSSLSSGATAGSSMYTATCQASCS
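HEK293 cells stably co-expressing constitutively active GLP-1R and a cAMP-responsive luciferase reporter were seeded in DMEM with 10% Nu serum, given compounds after 12 h, and incubated 24 h at 37 deg C. Luminescence was then read.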
aSyn yeast inh: inhibitors of alpha-synuclein toxicity in yeast; 0.14% of 370,000 active; Potency, µM (highest dose often 46.1 µM), for inactives: at the top dose growth rescue (activation), most hits filed as activators; Yeast expressing alpha-synuclein, growth rescue, BacTiter-Glo, 24 h; AID 652106; note: potency is the fitted concentration of half-maximal effect; % of control where 0% means no effect; nearly all actives have a fitted effect of over 65% in size
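Rescue of yeast growth: cells expressing toxic alpha-synuclein, induced in galactose at OD600 0.02, incubated with compound 24 h at 30 C. ATP luminescence quantified growth; inhibitors of toxicity appear as activators.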
PTHR1 agonist: PTHR1 (human) receptor agonism | HEK293 GP2 PTHR1 cells, GloSensor cAMP luminescence, 1 h | 0.075% of 410,000 active | Q03431 | AID 743266 | Potency, µM (series often up to 115 µM), inactives show top-dose activation, hits mostly activators; note: potency is the fitted concentration of half-maximal effect; nearly all actives have a fitted effect of over 55% in size; some results filed as inactive show a strong effect at the top dose; inactives centre near -15; many of its hits are not listed in these tables
Target sequence (Q03431 whole entry, looked up): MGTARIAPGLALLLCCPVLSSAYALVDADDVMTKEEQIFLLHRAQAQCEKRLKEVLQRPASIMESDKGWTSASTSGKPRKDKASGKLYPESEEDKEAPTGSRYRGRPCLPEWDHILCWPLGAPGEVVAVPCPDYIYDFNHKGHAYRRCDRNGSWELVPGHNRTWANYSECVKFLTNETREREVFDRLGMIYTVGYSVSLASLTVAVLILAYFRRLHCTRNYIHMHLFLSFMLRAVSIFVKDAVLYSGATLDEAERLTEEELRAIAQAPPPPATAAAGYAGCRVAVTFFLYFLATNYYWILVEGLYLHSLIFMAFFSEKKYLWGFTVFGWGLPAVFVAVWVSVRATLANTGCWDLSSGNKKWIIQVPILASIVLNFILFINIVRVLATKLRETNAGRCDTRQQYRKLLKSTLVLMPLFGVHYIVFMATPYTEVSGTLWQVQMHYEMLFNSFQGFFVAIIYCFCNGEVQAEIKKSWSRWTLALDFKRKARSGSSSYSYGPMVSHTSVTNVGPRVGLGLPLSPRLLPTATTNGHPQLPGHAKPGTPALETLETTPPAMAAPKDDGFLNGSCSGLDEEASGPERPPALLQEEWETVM
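HEK-293-derived GP2 cells expressing PTHR1 and a GloSensor cAMP reporter, 3,000/well, plated overnight, given luciferin plus IBMX (each 0.5 mM as added) for 1 h at 37 °C, then compound for 1 h at 37 °C. Luminescence was read after 15 min at room temperature.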
GLP1R ag: GLP-1 receptor (human) agonism; Potency, µM (series often up to 45.6 µM), for inactives: at the highest dose activation, actives largely listed as activators; P43220; 0.007% of 380,000 active; HEK293 GLP-1R CRE-luciferase, luminescence, 4-6 h; cells express a hypersensitive GLP-1R form; AID 624172; note: potency is the fitted concentration of half-maximal effect; % of control where 0% means no effect
D3 antag: D3 dopamine receptor (human) antagonism | 2.5% of 360,000 active | max response, negative = inhibition, % | D3R cells, DiscoveRx beta-arrestin luminescence, antagonist mode; active compounds read low; in the data active = max response below about -50%; inconclusive = no clear call, values can overlap the other calls; note: % is set by controls: 0 for no effect and ±100 for the full control effect; mostly tested at two doses, the higher about 12 µM
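Cells expressing the human receptor were seeded at 1500 cells/well, incubated overnight at 37 degrees C in 5% CO2, then exposed to library compounds with dopamine controls for 90 minutes at 37 degrees C before luminescent detection.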
TDP43 rescue: rescues yeast growth from TDP-43 toxicity; TDP-43 expressing yeast growth rescue, BacTiter-Glo, 24 h; Potency, µM (highest dose often 46.1 µM), inactives show at the highest dose growth rescue (activation), hits mostly activators; 1.8% of 410,000 active; AID 652104; note: potency is the fitted concentration of half-maximal effect; % of control where 0% means no effect; nearly all actives have a fitted effect of over 50% in size
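In this qHTS, compounds that restore growth of yeast expressing TDP-43 appear as activators. Cells (OD600=0.02, galactose medium, raffinose-pregrown) are incubated with compound 24 hr at 30 deg C and growth is quantified by BacTiter-Glo.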
The depositor's hits bear a star; i = inactive; ? = inconclusive; / = not tested or not shown; & = joins results of further samples; [ ] = remark or other dose. Unless noted, calls come from the whole dose curve; as a rule, active = well fitted curve in the direction sought with a large enough effect; inconclusive = small, poorly fitted or top-dose-only effect, or another doubt; inactive = no such curve, though single readings can be large; an effect the other way counts as inactive or inconclusive. This is a subset; rates above refer to the full screens.

1) COCCOC(=O)C1=C(C)NC2=C(C(=O)CC(C)(C)C2)C1c1cc2c(cc1Br)OCO2 (configuration not stated)
2) Cc1ccc(NC(=O)Cn2cc3c(n2)CCCC3)cc1Cl
3) N#C/C(=C\c1ccc(-c2ccccc2)cc1)c1nc(-c2ccco2)cs1
4) CC(C)(C)C(=O)NNC(=O)c1cc2sccc2s1
5) Cc1cccc(C)c1OCCCN1CCOCC1
6) CC(OC(=O)c1ccccc1NCCO)C(=O)Nc1ccc(S(=O)(=O)N2CCOCC2)cc1 (configuration not stated)
7) CC(NC(=O)c1ccc(F)cc1)C(c1cccs1)N1CCN(C)CC1 (configuration not stated)
8) COc1ccc(CCn2c(=N)c(C(=O)NCC3CCCO3)cc3c(=O)n4ccccc4nc32)cc1OC (configuration not stated)
9) CCc1ccc(C(=O)COc2ccc(NC(C)=O)cc2)cc1
10) CCc1cc(/C(Cc2cscn2)=N\O)c(O)cc1O
Screen / compound no.,1,2,3,4,5,6,7,8,9,10
Abeta rescue,-17%,16%,-1%,8%,-19%,2%,?,-4%,13%,0%
FUS suppressor,13%,-14%,-5%,5%,19%,30%,32%,-12%,-7%,11%
pAkt inh,i,/,i,i,i,i,i,i,i,i
GLP1R inv ag,4%,?,1%,6%,-4%,-21%,0%,10%,5%,-4%
aSyn yeast inh,1%,/,0%,2%,-1%,1%,0%,0%,5%,2%
PTHR1 agonist,17%,-7%,i,i,i,-11%,i,i,i,-14%
GLP1R ag,7%,/,-5%,7%,0%,8%,0%,12%,8%,-1%
D3 antag,23,/,0,16,-12,-9,-4,-3,-16,16
TDP43 rescue,-5%,11%[9.22 µM],-1%,6%,-20%,-23%,-7%,9%,?,-1%

Next part, starting with the last 4 of the part before.
7) CC(NC(=O)c1ccc(F)cc1)C(c1cccs1)N1CCN(C)CC1 (configuration not stated)
8) COc1ccc(CCn2c(=N)c(C(=O)NCC3CCCO3)cc3c(=O)n4ccccc4nc32)cc1OC (configuration not stated)
9) CCc1ccc(C(=O)COc2ccc(NC(C)=O)cc2)cc1
10) CCc1cc(/C(Cc2cscn2)=N\O)c(O)cc1O
11) COc1cc(C)c2occ(/C(C)=N\O)c2c1
12) CC(Cc1cccs1)NC(=O)Nc1ccc(Cl)cc1 (configuration not stated)
13) CCc1ccc(C2CC(=O)Nc3cc4c(cc32)OCO4)cc1 (configuration not stated)
14) NC(=S)c1c(Cl)cc(C(F)(F)F)cc1Cl
15) CC1CCN(C(=O)c2ccc(NC(=O)c3cccs3)cc2)CC1
16) CCNC(=O)C1(C)CCCN(Cc2cccc3ccccc23)C1 (configuration not stated)
17) CN1CCN(C(=O)c2cc(=O)c3cc(Cl)cc(Cl)c3o2)CC1
18) CC(C)c1ccc(NC(=O)C2C3C=CC4(CN(Cc5cccnc5)C(=O)C24)O3)cc1 (configuration not stated)
19) COc1cc(/C=N/NC(N)=S)ccc1OCC(=O)Nc1ccc(C)cc1
20) COc1ccc(-n2cc(-c3ccc4c(c3)OCO4)n(CC(=O)Nc3cccc(C)c3C)c2=O)c(OC)c1
Screen / compound no.,7,8,9,10,11,12,13,14,15,16,17,18,19,20
Abeta rescue,?,-4%,13%,0%,-5%,29%,-4%,?,3%,-9%,9%,-12%,-4%,8%
FUS suppressor,32%,-12%,-7%,11%,15%,11%,-16%,-1%,19%,-14%,-3%,-22%,-2%,?
pAkt inh,i,i,i,i,i,i,/,i,i,i,i,i,i,/
GLP1R inv ag,0%,10%,5%,-4%,55%[activator],?,-15%,-18%,23%,0%,12%,3%,9%,?
aSyn yeast inh,0%,0%,5%,2%,5%,-13%,/,1%,0%,2%,-1%,-8%,-2%,/
PTHR1 agonist,i,i,i,-14%,i,i,-30%,i,i,i,-2%,i,i,-3%
GLP1R ag,0%,12%,8%,-1%,6%,0%,3%,4%,13%,15%,23%,-2%,5%,/
D3 antag,-4,-3,-16,16,-18,10,/,8,8,2,-9,0,16,/
TDP43 rescue,-7%,9%,?,-1%,?,22µM*,19%,7%,4%,16%,-4%,-3%,-16%,-6%

21) CCNC(=O)CCn1nc(-c2ccc(Cl)cc2)c2ccccc2c1=O
22) Clc1ccc(-c2nnc(C34CC5CC(CC(C5)C3)C4)o2)cn1
23) O=c1cc(CN2CCN(C/C=C/c3ccccc3)CC2)c2cc(O)c(-c3ccccc3)cc2o1
24) Cc1cc([N+](=O)[O-])ccc1NCc1ccc2ccccc2c1
25) Cc1ccc(C)c(NC(=O)Cn2ncc3c([nH]c4ccccc43)c2=O)c1
26) CCCN(C(=O)C1=COCCO1)c1c(N)n(Cc2ccccc2)c(=O)[nH]c1=O
27) CCOC(=O)c1ccccc1NC(=O)NC(C)c1c(-n2cccc2)sc(C)c1C (configuration not stated)
28) CC(=O)c1ccc(C(=O)N2CCCC(C(=O)c3cc(F)ccc3F)C2)s1 (configuration not stated)
29) Cc1[nH]c2ccc(C(=O)N3CCN(C)CC3)cc2c1C
30) COc1ccc(-c2noc(CNC(=O)c3ccco3)n2)cc1
Screen / compound no.,21,22,23,24,25,26,27,28,29,30
Abeta rescue,3%,0%,-1%,-8%,-7%,11%,-7%,-2%,2%,-7%
FUS suppressor,19%,-1%,/,-24%,-13%,-1%,-5%,20%,-15%,-10%
pAkt inh,i,i,i,i,/,i,/,i,/,/
GLP1R inv ag,-19%,3%,-10%,20%,-3%,0%,5%,11%,6%,2%
aSyn yeast inh,1%,-5%,10%,0%,/,-3%,/,0%,0%,/
PTHR1 agonist,i,i,i,-22%,-8%,-14%,i,i,-46%[inhibitor],i
GLP1R ag,1%,-6%,-4%,3%,/,-8%,/,5%,-3%,/
D3 antag,-24,3,-8,-11,/,14,/,5,-73*,/
TDP43 rescue,16%,-10%,14%,-24%,5%,13%,15%,/,10%,10%

31) CCOc1ccc(CCNC(=O)CS(=O)(=O)Cc2nc(-c3ccc(OC)cc3)oc2C)cc1
32) CC1=CC(C)(C)Nc2ccc(OC(=O)c3cccnc3)cc21
33) CC(C)CNC(=O)N1[C@H](c2cccs2)[C@@H](C)C(=O)[C@@H](C)[C@@H]1c1cccs1
34) Cc1cc(C)cc(NC(=O)c2ccc(NC3=NC4CS(=O)(=O)CC4S3)cc2)c1 (configuration not stated)
35) COc1ccc(/C=C(/NC(=O)c2ccccc2)C(=O)N2CCC(C)CC2)cc1
36) COCCCNS(=O)(=O)c1ccc(OC)c(Cl)c1Cl
37) CCOc1ccc(NC(=O)Cn2c(=O)n(CC(=O)NCCc3ccccc3)c(=O)c3sccc32)cc1
38) COCCN=C1N[C@@H](c2ccc(Br)cc2)C(C(=O)OC)=C(C)N1Cc1ccccc1
39) O=C(Cc1ccc([N+](=O)[O-])cc1)N1CCN(c2ccc([N+](=O)[O-])cc2)CC1
40) O=C(NC1CCCCC1)N(Cc1nc2ccccc2c(=O)[nH]1)C1CCCC1
Screen / compound no.,31,32,33,34,35,36,37,38,39,40
Abeta rescue,2%&-8%,28%,5%,6%,15%,-7%,-7%,15%,-9%,-10%
FUS suppressor,39%&-9%,10%,4%,-1%,15%,-6%,4%,-6%,3%,19%
pAkt inh,i,i,/,i,i,i,/,i,i,i
GLP1R inv ag,-13%&-6%,?,-50%,?,?,24%,7%,?,15%,-12%
aSyn yeast inh,-16%,13%,/,-2%,7%,2%,/,4%,-6%,0%
PTHR1 agonist,19%,-32%[inhibitor],i,i,i,3%,i,i,-86%[inhibitor],-8%
GLP1R ag,2%,-3%,/,-6%,12%,7%,/,12%,9%,1%
D3 antag,-1,-17,/,-6,-24,-16,/,14,-20,-22
TDP43 rescue,-17%&22%,30%,6%[9.22 µM],4%,-1%,-8%,6%,4%,19%,24%

41) CCOc1cc(/C=N/NC(=O)c2cccs2)ccc1OC(=O)N1CCOCC1
42) Cc1ccc(S(=O)(=O)N(C)CC(=O)NC2CC(C)(C)NC(C)(C)C2)cc1
43) COc1ccc(C(=O)N2CCN(CCCc3ccccc3)CC2)cc1OC
44) CC(=O)c1c(COC(=O)c2ccccc2Cl)nc2ccccc2[n+]1[O-]
45) C[C@H](CO)N1C[C@H](C)[C@@H](CN(C)Cc2ccc(C(=O)O)cc2)Oc2c(cccc2N(C)C)C1=O
46) Clc1ccc(Oc2ncnc3oc(-c4ccccc4)cc23)cc1
47) O=C(COc1cccnc1[N+](=O)[O-])NCCc1ccccc1
Screen / compound no.,41,42,43,44,45,46,47
Abeta rescue,0%,-4%,-15%,-4%,8%,12%,1%
FUS suppressor,10%,1%,5%,24%,-12%,-16%,26%
pAkt inh,i,i,i,i,i,i,i
GLP1R inv ag,-19%,?,-20%,-6%,15%,13%,12%
aSyn yeast inh,4%,3%,3%,-7%,-1%,1%,1%
PTHR1 agonist,-6%,i,-1%,-36%[inhibitor],-3%,0%[57.5 µM],12%
GLP1R ag,20%,-4%,7%,17%,-1%,-1%,8%
D3 antag,13,16,?,25,8,5,-1
TDP43 rescue,10%,9%,-20%,?,10%,-3%,-5%

From PubChem BioAssay
